Screens: PubChem, National Center for Advancing Translational Sciences (NCATS)
KCNH2 WT inh = inhibitors of human wildtype KCNH2 potassium channel; Q12809; U2OS, BacMam KCNH2, thallium flux FluxOr; active compounds read low; activity change, % at 1.84 µM; 340,000 compounds, 0.37% hits; AID 720551;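 active = maximum activity change below -70%; inconclusive = maximum activity change between -70% and -50%; inactive = maximum activity change above -50%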; note: % is set by controls: 0 for no effect and ±100 for the full control effect
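U2OS cells were transduced with wild-type KCNH2 virus (2.03 x 10^8 / mL) for 4 h at room temperature, then cultured overnight at 37 C. Thallium flux was read with FluxOr dye. Rate constants were normalized to DMSO controls.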
KCNH2 3.1 block = KCNH2 3.1 (human) potassium channel inhibition | U2OS KCNH2 3.1, thallium flux FluxOr; active compounds read low | activity change, % (tested at about 1.8 µM) | 340,000 compounds, 0.95% hits | AID 720553;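 active = maximum activity change below -70%; inconclusive = maximum activity change from -70% to -50%; inactive = maximum activity change above -50%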;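 note: thallium influx rate constant from kinetic fluorescence after stimulation buffer; % is set by controls: 0 for no effect and ±100 for the full control effect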
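Virally transduced U2OS (3.1 isoform, 4 h infection in dark at RT) → overnight 37 C → FluxOr + Red40 in HBSS/HEPES, 45 min → stimulation buffer, 2 min kinetic read → rate constant vs DMSO controls.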
TCR activator = T cell receptor activation | primary human leukocytes, anti-CD3, IL-2 HTRF, 48 h | Potency, µM (top dose mostly 9.22 µM), inactives show at the highest dose activation of IL-2 secretion, hits mostly activators | 330,000 tested, under 10 active; note: % of control where 0% means no effect
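48 hr co-incubation of compounds, a-CD3 beads and primary human leukocytes; IL-2 quantified homogeneously by HTRF with anti-IL-2 K and d2 conjugates.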
Mito fusion yeast = mitochondrial division inhibition or fusion activation | AID 485298 | Potency, µM (series often up to 46.1 µM), inactives show top-dose growth rescue (activation), usual class: activators | S. cerevisiae fusion-defective mutant growth rescue, CellTiterGlo 48 h | 320,000 compounds, 0.23% hits;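 note: potency is the fitted concentration of half-maximal effect; % of control where 0% means no effect; nearly all actives have a fitted effect of over 45% in size; temperature-sensitive fusion mutants such as fzo1-1 at 37 °C on non-fermentable ethanol glycerol medium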
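Luminescent cell viability in 1536-well qHTS format served as the measure of rescued growth in ts fusion-mutant S. cerevisiae cultured on non-fermentable YPEG for 48 hours at 37C.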
ELG1 DNA repair = ELG1-dependent DNA repair inhibition | HEK293T ELG1-luciferase reporter, luminescence, 16 h; DNA damage induced by 5-fluorouridine | Potency, µM (highest dose often 46.1 µM), for the others: at the highest dose activity change, negative = inhibition, actives largely listed as inhibitors | 330,000 compounds, 2.3% hits | AID 504467; note: potency is the fitted concentration of half-maximal effect; % is set by controls: 0 for no effect and ±100 for the full control effect; nearly all actives have a fitted effect of over 55% in size
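DMSO vehicle served as the neutral condition. Each well held 2,000 cells given 5-fluorouridine plus compound; after 16 hr at 37 °C/5% CO2, ONE-Glo was added and luciferase measured 30 min later.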
TRPV1 ag = activates the human vanilloid receptor TRPV1 | activation, % at 8.33 µM | 320,000 compounds, 0.19% hits | AID 540275 | TRPV1-expressing cells, Fluo-8 calcium influx, agonist mode; in the data active = activation above about 80%; inconclusive = between about 30% and that limit; note: 0% is about no effect
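Cells expressing TRPV1 were dye-loaded with Fluo-8 and read kinetically: 10 s baseline, 3 min after compound (agonist portion), then 2 min after EC20 capsaicin (allosteric enhancer portion). Calcium-bound dye fluorescence at 480/520 nm.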
Eya2 inh = inhibitors of human Eya2 phosphatase activity. recombinant Eya2, OMFP fluorescence dephosphorylation (OMFP is methylfluorescein phosphate). O00167. 330,000 compounds, 0.006% hits. Potency, µM (series often up to 76.9 µM), inactives show top-dose activity, negative = inhibition, actives largely listed as inhibitors. AID 488837; note: potency is the fitted concentration of half-maximal effect; % is set by controls: 0 for no effect and ±100 for the full control effect
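Eya2 protein (added as 0.2 uM solution) was preincubated with compound for 10 min at ambient temperature in 50 mM HEPES pH 7.5, 50 mM NaCl, 5 uM MgCl2, 0.05% BSA, 1 mM DTT. OMFP (added at 50 uM) then reacted 10 min; fluorescence read at 485/525 nm.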
USP2a inh = blocks human ubiquitin-specific protease USP2a; USP2 core, Ub-CHOP2 coupled fluorogenic reporter, 485/531; 330,000 compounds, 0.01% hits; Potency, µM (doses to about 38.3 µM), without a hit: at the top dose activity change, negative = inhibition, actives largely listed as inhibitors; O75604;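 note: potency is the fitted concentration of half-maximal effect; plate controls were DMSO wells for no effect and full inhibition by NEM control for full effect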
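USP2 core (10nM final) preincubated 30min RT with compound in 20mM Tris-HCl pH 8.0, 2mM CaCl2, 2mM beta-mercaptoethanol, 0.05% CHAPS; 25nM Ub-CHOP2 plus 25nM reporter substrate added, fluorescence (Ex485/Em531) read after 60min.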
A-T KAP1 phos = candidate therapy for ataxia-telangiectasia; […] A-T fibroblasts, KAP-1 phosphorylation AlphaLISA; neocarzinostatin DNA damage 30 min before lysis; Potency, µM (titrated, usually from 57.5 µM), without a hit: at the highest dose activation, hits mostly activators; 320,000 compounds, 0.19% hits; AID 485349; note: potency is the fitted concentration of half-maximal effect; % of control where 0% means no effect; nearly all actives have a fitted effect of over 45% in size
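ATM-like activity read as KAP-1 phosphorylation via AlphaLISA donor/acceptor antibody pairs after lysis and 6 hr at 25C. Cells were ATM-null patient fibroblasts ([…], hTERT), dosed 60 min, then exposed to the DSB inducer NCS for 30 min.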
TSHR antag = human thyrotropin receptor antagonism; 330,000 compounds, 0.2% hits; TSHR-expressing cells, TSH-stimulated cAMP HTRF, 2 h; active compounds read low; P16473; activity change, negative = inhibition, % at 11.5 µM;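 active = activity change below a set negative limit, meaning inhibition stronger than a set level, cut at about -70% in these data; inconclusive = activity change between two set negative limits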; note: % is set by controls: 0 for no effect and ±100 for the full control effect
Target sequence (P16473 whole entry, looked up): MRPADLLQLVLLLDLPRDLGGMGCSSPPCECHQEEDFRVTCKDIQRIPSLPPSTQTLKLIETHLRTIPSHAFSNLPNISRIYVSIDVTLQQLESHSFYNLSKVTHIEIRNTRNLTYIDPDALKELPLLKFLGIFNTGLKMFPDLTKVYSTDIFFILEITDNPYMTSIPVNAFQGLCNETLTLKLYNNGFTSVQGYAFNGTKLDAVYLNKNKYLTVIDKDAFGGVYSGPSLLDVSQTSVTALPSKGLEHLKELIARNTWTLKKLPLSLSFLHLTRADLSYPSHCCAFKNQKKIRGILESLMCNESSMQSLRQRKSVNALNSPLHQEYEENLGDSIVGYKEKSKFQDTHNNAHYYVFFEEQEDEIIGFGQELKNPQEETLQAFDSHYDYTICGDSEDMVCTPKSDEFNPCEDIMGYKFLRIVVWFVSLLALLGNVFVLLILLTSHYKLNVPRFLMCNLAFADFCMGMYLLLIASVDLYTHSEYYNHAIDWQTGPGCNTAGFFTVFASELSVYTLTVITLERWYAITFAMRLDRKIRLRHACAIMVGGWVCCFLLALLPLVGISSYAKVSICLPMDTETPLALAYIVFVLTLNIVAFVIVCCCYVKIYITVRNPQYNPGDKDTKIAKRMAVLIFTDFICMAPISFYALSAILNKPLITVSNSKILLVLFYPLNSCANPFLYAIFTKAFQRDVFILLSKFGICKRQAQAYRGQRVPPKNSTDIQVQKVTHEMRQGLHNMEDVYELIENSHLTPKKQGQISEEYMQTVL
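Competitive HTRF cAMP read-out (cryptate anti-cAMP antibody, cAMP-d2; 30 min, room temperature) in freshly harvested TSHR cells. Compounds added before TSH at EC80 (4nM final), followed by 2 hours' incubation at 37 deg C.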
* hit, by the source's call; ? = inconclusive; · = not tested or not shown; [ ] = another dose, or the depositor's remark. Unless noted, calls come from the whole dose curve; as a rule, active = well fitted curve in the direction sought with a large enough effect; inconclusive = small, poorly fitted or top-dose-only effect, or another doubt; inactive = no such curve, though single readings can be large; an effect the other way counts as inactive or inconclusive. Some of the compounds tested, so the mix of outcomes need not match the whole.

SMILES	KCNH2 WT inh	KCNH2 3.1 block	TCR activator	Mito fusion yeast	ELG1 DNA repair	TRPV1 ag	Eya2 inh	USP2a inh	A-T KAP1 phos	TSHR antag
CC(C)(C)c1ccc(C(=O)O/N=C(\N)c2ccccc2)cc1	4	2	-3%	-84%[inhibitor]	?	?	-1%	2%	9%	2
CC(C)N(CCn1cnc2c([nH]c3ccccc32)c1=O)C(C)C	13	-5	-1%	1%	13%	6	-2%	6%	-9%	-8
COC(=O)c1ccc(NC(=O)CN2C(=O)CC(C)S(=O)(=O)c3ccccc32)cc1 (configuration not stated)	0	-14	3%	-2%	-1%	4	17%	1%	7%	-5
C/C(=N\NC(=O)CNC(=O)c1ccco1)c1ccc(Br)cc1	29	-21	-4%	9%	6%	4	-5%	-4%	-10%	3
CCOc1ccc(-c2c(C(=O)N/N=C/c3ccccc3)nnn2-c2nonc2N)cc1	-7	13	-3%	-3%	6%	1	2%	3%	-4%	-10
CCNC(=S)N/N=C(\C)c1ccc2ccccc2c1	·	·	·	-4%	?	15	5%	-7%	7%	3
CCN(CC)C(=O)[C@H]1C[C@H](CC(=O)NC/C=C(\C)CCC=C(C)C)C(=O)N2CCc3c([nH]c4cc(CCC(=O)N(C)C)ccc34)[C@]12C	1	17	-2%[46.1 µM]	·	?	·	-23%	-5%	6%	24
Cc1ccc(-n2nnnc2SCC(=O)N2Cc3ccccc3CC2C(=O)O)cc1 (configuration not stated)	27	-13	-8%	-1%	3%	1	-1%	3%	-8%	6
CCN(CC)C(=O)Oc1ccc2oc(=O)cc(-c3cc4cccc(OC)c4o3)c2c1	5	19	-1%	26%	?	22	-11%	2%	-2%	4
CNC(=O)C(=O)NCC1CCCN1S(=O)(=O)c1cccs1 (configuration not stated)	-4	-20	0%	1%	10%	3	16%	-1%	10%	-2
CCOC(=O)C1(Cc2cccc(F)c2)CCN(Cc2cnn(CC)c2C)CC1	13	-44	1%	7%	-16%	5	2%	3%	8%	21
Cc1cc[n+](-c2nc3ccccc3nc2C(=C=[N-])C#N)cc1	-7	-2	6%	-1%	5%	-2	-3%	-10%	-1%	-3
CCOC(=O)N1CCN(C(=O)c2cn(-c3ccc(C)c(C)c3)c(=O)c3ccccc23)CC1	2	4	-4%	6%	?	2	2%	2%	3%	-2
CCOc1ccc(-n2c(C)nc3c(cnn3-c3ccc(Cl)cc3)c2=O)cc1	4	17	0%	-2%	?	0	10%	-2%	1%	0
CCOC(=O)c1cc(-c2cccc([N+](=O)[O-])c2)n[nH]1	5	4	-3%	6%	3%	-1	2%	0%	1%	2
Fc1ccc2cnc(-c3cccnc3)cc2c1	-8	7	-10%	·	?	·	11%	7%	0%	-13
CCCOC(=O)NC(CC)COC(=O)Nc1cccc(C)c1C (configuration not stated)	-8	-1	-7%	1%	-19%	1	9%	1%	2%	-11
CC(C)(C)OC(=O)N[C@@H](Cc1ccccc1)C(=O)N[C@@H](CO)[C@H](O)[C@@H]1C[C@@H]1C(=O)N1CCCC1	·	·	-9%	-1%	15%	4	-2%	2%	4%	8
O=C(c1ccc(Cl)cc1)N1CCC(O)(CSc2ccccc2)CC1	-7	11	-2%	13%	-16%	2	5%	4%	1%	3
CC(=O)Nc1ccc(Nc2cc(C)nc3c(-c4ccccc4)c(C)nn23)cc1	-7	-24	7%[46.1 µM]	?	-30%	1	-7%	1%	-1%	3
O=C(NCCN1CCN(c2ccccc2)CC1)C1(S(=O)(=O)c2ccc(Cl)cc2)CC1	12	-8	1%	0%	-1%	-5	1%	0%	14%	3
Cc1cccc(CN2CCC(CNC(=O)CSc3cc(=O)n(C)c4cc(Cl)ccc34)CC2)c1	13	-26	9%	1%	7%	2	16%	8%	0%	0
Cc1onc(-c2ccccc2)c1C(=O)OCC(=O)N(C)c1ccccc1	8	-3	2%[46.1 µM]	·	9%	·	-6%	1%	2%	-3
COC(=O)C1=C(C(=O)OC)[C@@H]2N(Cc3ccccc3)c3ccccc3[C@@]23C[C@@H](C(=O)OC)N(C(=O)COCc2ccccc2)C3=N1	3	8	0%	16%	?	-1	5%	11%	58%	-6
COc1ccc(C)cc1C(=O)CCC(=O)NC1CCCCC1	-9	3	-1%	-17%	3%	9	-14%	0%	-1%	-9
Later entries.
SMILES	KCNH2 WT inh	KCNH2 3.1 block	TCR activator	Mito fusion yeast	ELG1 DNA repair	TRPV1 ag	Eya2 inh	USP2a inh	A-T KAP1 phos	TSHR antag
COc1cccc(C(=O)OCC(=O)NCCCc2ccccc2)c1	1	-9	14%	15%	-10%	28	-1%	5%	7%	-3
CCC(Sc1nnc(-c2ccc(C)c(Cl)c2)n1CC)C(=O)Nc1nccs1 (configuration not stated)	-3	-4	0%	5%	?	2	-2%	1%	7%	-20
Cc1cccc(C)c1NC(=O)CCCSc1nnc(-c2ccc(F)cc2)n1-c1ccccc1	0	-1	-2%[46.1 µM]	5%	16µM*	2	-2%	1%	5%	4
O=C(OCc1ccc(Cl)c(Cl)c1)c1ccccn1	7	-7	3%	-2%	-5%	6	-13%	4%	0%	-16
CCCN(C(=O)COC(=O)CCOc1ccc(C)cc1)c1c(N)n(Cc2ccccc2)c(=O)[nH]c1=O	4	7	-1%	-9%	-1%	-3	1%	3%	5%	-4
Cc1cccc(N(C(=O)CCC(=O)Nc2cc(C)on2)C(C(=O)NC2CCCC2)c2ccc(C)o2)c1 (configuration not stated)	-4	-5	0%	-4%	?	22	7%	9%	7%	-2
S=C(NCCCN1CCOCC1)N1CCN(c2ccccc2)CC1	-5	-6	-30%	0%	6%	-4	2%	0%	4%	12
Cc1ccc(S(=O)(=O)N2CCOCC2)cc1NC(=O)COC(=O)c1cncc(Br)c1	20	-1	2%	·	0%	·	-21%	7%	-1%	·
Fc1ccccc1CNc1ccc(Cl)cc1	-11	5	4%	-1%	?	7	-3%	-1%	9%	10
COc1ccc(NC(=O)CCS(=O)(=O)c2cccc3nonc23)cc1Cl	9	12	3%	3%	12%	-6	-14%	-1%	4%	5
CC(C)CC(c1nnnn1CC1CCCO1)N1CCN(Cc2ccc3c(c2)OCO3)CC1 (configuration not stated)	-7	1	3%	2%	-19%	7	-1%	1%	-6%	-1
O=C(c1cc(=O)c2ccccc2o1)N(Cc1ccccc1)C1CCS(=O)(=O)C1 (configuration not stated)	1	28	6%	2%	?	1	-6%	-1%	6%	-7
CC(NC(=O)C1CCC(C)(C(=O)O)C1(C)C)c1ccccc1 (configuration not stated)	-21	10	-7%	1%	14%	-3	7%	0%	5%	-11
COc1ccc(NC(=O)c2c(C)cc(=O)oc2C)c(OC)c1	·	-4	1%	-2%	10%	·	-25%	0%	7%	0
CNC(=O)COC(=O)c1ccc(Cl)c(S(N)(=O)=O)c1	-5	-1	11%	-1%	22%	-7	5%	0%	-10%	24
COc1ccccc1CNS(=O)(=O)CCNC(=O)c1ccccc1	4	14	-2%	2%	0%	-2	-22%	-3%	0%	-9
COc1ccc(CNc2nc(SCC(=O)NCc3ccco3)nc3ccccc23)cc1	46	-28	-3%[46.1 µM]	-4%	-2%	1	-4%	-2%	·	62
O=C(NCCN1CCOCC1)c1c(O)nc2ccccn2c1=O	-3	17	-6%	-21%	20%	-2	-14%	3%	14%	2
COC(=O)c1ccc(/C=N/Nc2nc(-c3ccccc3)cs2)cc1	0	11	3%[46.1 µM]	4%	7%	4	-3%	4%	2%	1
Cn1c(SCC(=O)NC2CCCC2)nnc1-c1ccc(S(=O)(=O)N2CCOCC2)cc1	-6	-5	3%	5%	13%	4	-31%	0%	5%	0
CCCCC(NC(=O)c1ccc(Cl)cc1)C(=O)O (configuration not stated)	0	-8	·	0%	-3%	-1	9%	-8%	-1%	-7
COC(=O)c1c(C(=O)OC)c(-c2ccc(Cl)c(Cl)c2)n2c1CCC2	-3	-4	·	10%	?	13	2%	2%	-9%	-18
CN(C)C(=O)c1cc([N+](=O)[O-])ccc1O	-4	5	-1%	-4%	23%	-4	12%	-2%	-5%	9
Cc1oc2ccccc2c1-c1cn2c(n1)SCC2	5	0	1%	1%	19%	4	-5%	-1%	4%	2
CCOC(=O)c1c(NC(=O)CSc2nccn2C)sc(C(=O)NC)c1C	-11	6	7%	-9%	4%	-2	-14%	-1%	-2%	-1

Arranged by value in TRPV1 ag (low to high): 3 from the list above.
Compound	TCR activator	TRPV1 ag	Eya2 inh	USP2a inh	TSHR antag
CNC(=O)COC(=O)c1ccc(Cl)c(S(N)(=O)=O)c1	11%	-7	5%	0%	24
COc1ccc(CNc2nc(SCC(=O)NCc3ccco3)nc3ccccc23)cc1	-3%[46.1 µM]	1	-4%	-2%	62
Cc1cccc(N(C(=O)CCC(=O)Nc2cc(C)on2)C(C(=O)NC2CCCC2)c2ccc(C)o2)c1 (configuration not stated)	0%	22	7%	9%	-2
